TcdB GH inh: TcdB glycohydrolase inhibitors, primary screen, biochemical, single point, plate reader | Toxin B (Clostridioides difficile), P18177 | TcdB glycohydrolase enzymatic assay | inhibition, % at 9.99 µM | actives 0.24% (n = 350,000); in the data active = inhibition above about 10%
Target sequence (P18177 whole entry, looked up): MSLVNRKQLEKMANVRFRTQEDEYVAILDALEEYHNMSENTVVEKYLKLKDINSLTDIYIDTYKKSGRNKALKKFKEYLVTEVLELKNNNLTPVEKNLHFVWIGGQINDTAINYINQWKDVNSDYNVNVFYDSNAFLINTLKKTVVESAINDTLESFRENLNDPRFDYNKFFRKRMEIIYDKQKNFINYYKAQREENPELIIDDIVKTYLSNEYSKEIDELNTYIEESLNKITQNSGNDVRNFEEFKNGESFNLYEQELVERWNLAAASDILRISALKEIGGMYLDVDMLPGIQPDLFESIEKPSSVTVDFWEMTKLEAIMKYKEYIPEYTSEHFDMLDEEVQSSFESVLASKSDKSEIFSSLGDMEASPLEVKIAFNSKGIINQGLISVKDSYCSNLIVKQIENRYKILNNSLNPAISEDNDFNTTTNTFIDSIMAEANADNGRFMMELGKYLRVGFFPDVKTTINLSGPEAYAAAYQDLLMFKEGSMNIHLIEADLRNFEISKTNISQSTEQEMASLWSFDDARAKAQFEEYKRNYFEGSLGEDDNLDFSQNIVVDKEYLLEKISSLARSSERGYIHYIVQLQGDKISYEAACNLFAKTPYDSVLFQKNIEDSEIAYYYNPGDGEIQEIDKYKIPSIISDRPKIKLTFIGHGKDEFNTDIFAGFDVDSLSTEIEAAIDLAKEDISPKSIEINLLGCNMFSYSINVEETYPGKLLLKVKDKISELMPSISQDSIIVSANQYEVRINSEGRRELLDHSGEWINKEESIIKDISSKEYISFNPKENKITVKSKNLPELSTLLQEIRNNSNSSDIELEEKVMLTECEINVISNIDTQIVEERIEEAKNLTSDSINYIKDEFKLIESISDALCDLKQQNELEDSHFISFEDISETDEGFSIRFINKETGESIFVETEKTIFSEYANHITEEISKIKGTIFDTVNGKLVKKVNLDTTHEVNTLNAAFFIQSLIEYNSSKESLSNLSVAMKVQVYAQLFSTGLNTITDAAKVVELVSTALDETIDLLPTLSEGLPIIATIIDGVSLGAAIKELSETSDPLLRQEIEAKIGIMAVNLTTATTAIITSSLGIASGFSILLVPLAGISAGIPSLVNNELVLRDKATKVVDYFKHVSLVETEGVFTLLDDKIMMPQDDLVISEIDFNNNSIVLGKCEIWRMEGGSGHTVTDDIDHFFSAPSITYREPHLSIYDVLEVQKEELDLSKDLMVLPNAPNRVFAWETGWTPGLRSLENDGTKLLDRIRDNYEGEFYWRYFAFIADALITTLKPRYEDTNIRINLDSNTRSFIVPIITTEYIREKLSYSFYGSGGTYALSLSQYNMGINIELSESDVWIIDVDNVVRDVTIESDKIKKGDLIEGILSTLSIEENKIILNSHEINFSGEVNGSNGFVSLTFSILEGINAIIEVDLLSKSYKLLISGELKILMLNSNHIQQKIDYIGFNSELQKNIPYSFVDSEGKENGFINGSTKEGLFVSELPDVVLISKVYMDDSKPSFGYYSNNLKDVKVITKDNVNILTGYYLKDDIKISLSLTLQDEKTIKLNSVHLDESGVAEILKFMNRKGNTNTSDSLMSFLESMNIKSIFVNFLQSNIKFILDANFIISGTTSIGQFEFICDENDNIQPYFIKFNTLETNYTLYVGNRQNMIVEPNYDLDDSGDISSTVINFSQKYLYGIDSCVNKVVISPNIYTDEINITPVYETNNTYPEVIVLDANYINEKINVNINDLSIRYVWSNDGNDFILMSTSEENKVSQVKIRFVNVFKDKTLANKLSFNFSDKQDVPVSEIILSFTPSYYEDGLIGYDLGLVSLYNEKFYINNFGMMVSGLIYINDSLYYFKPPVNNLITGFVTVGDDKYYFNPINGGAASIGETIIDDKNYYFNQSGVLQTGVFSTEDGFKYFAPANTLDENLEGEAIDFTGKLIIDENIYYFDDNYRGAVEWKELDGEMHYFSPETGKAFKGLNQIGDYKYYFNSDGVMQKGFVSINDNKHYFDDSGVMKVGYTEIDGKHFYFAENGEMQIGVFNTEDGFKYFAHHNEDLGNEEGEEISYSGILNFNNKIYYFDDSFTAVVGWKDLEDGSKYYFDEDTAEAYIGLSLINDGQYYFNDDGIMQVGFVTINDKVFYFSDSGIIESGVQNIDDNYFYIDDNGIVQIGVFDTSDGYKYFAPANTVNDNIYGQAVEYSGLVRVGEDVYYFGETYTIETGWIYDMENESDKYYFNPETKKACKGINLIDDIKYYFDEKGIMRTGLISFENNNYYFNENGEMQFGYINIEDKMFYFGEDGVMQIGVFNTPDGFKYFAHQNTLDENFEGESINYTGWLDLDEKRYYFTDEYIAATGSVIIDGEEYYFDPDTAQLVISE
BoNT A protease: BoNT/A light chain protease inhibitors, primary screen, biochemical, flow cytometry, MLPCN library | Botulinum neurotoxin type A light chain protease (Clostridium botulinum A str. ATCC 3502) | multiplex microsphere protease substrate cleavage | AID 588499, 2011 | inhibition, % at 10 µM | actives 0.17% (n = 360,000); note: plate controls were buffer without enzyme for full effect and enzyme alone for no effect
CCHFV vOTU inh: CCHFV vOTU protease inhibitors, primary screen, biochemical, Pep-AMC substrate, fluorescence. Crimean-Congo hemorrhagic fever virus L polyprotein viral ovarian tumor (vOTU) protease …. inhibition, % at 11.5 µM. actives 0.55% (n = 370,000). AID 651958, 2012; in the data active = inhibition above about 30%; note: 0% = vehicle wells with enzyme and 100% = no enzyme wells
Anthrax LF prot: Bacillus anthracis LF protease inhibitors, primary screen, biochemical, multiplex microsphere, MLPCN library | multiplex microsphere protease cleavage assay | actives 0.12% (n = 360,000) | inhibition, % at 10 µM | Lethal factor (Bacillus anthracis), P15917; note: plate controls were buffer without enzyme for full effect and enzyme alone for no effect
DUSP3 inh: VHR1 phosphatase inhibitors, primary screen, biochemical, absorbance, uHTS. actives 0.52% (n = 290,000). AID 1654, 2009. Dual specificity protein phosphatase 3 (Homo sapiens), P51452. recombinant VHR phosphatase, pNPP absorbance. inhibition, % at 13.3 µM; in the data active = inhibition above about 50%; note: some compounds called inactive have numbers as strong as hits
PfHsp40 rescue: rescue of yeast from PfHsp40 toxicity, primary screen, S. cerevisiae, ATP luminescence; S. cerevisiae expressing PfHsp40, growth rescue; growth rescue, % at 12.5 µM; actives 0.68% (n = 340,000); AID 504582, 2011; in the data active = growth rescue above about 28%, passing the limit was not always enough; inconclusive = no clear call, values can overlap the other calls;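 note: yeast W303a lacking pdr1 and pdr3 grown in galactose medium; growth measured after three days at 30 °C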
Vc quorum ag: inducers of Vibrio cholerae quorum light production without autoinducers, primary screen, BH1578 luxS cqsA deficient, single point | actives 0.16% (n = 350,000) | V. cholerae BH1578 lux reporter, luminescence, 6 h | activation, % at 18.7 µM; in the data active = activation mostly above about 9.7%, no sharp cut-off; inconclusive = no clear call, values can overlap the other calls; inactive = mostly below about 3.7%; note: not every result past the cut was called active; inactives centre near 0; reference of the scale not given here
SSB-PriA inh: inhibitors of Klebsiella pneumoniae PriA binding to SSB C-terminal tail, primary screen, biochemical, AlphaScreen; actives 0.6% (n = 430,000); inhibition, % at 33 µM; PriA–SSB C-terminal tail interaction (Klebsiella pneumoniae); AlphaScreen SSBct-PriA binding, biotinylated peptide; in the data active = inhibition mostly above about 37%, no sharp cut-off; inactive = mostly below about 20%;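 note: plate controls were negative control peptide for no effect and reference peptide for full effect; strong numbers were not always called active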
SARS 3CLpro inh: SARS-CoV 3CLpro protease inhibitors, primary screen, biochemical, quenched FRET; recombinant SARS-CoV 3CLpro, quenched FRET peptide cleavage; inhibition, % at 6 µM; actives 0.14% (n = 290,000); AID 1706, 2009; in the data active = inhibition above about 12%
Yp Topo-I inh: Yersinia pestis topoisomerase I inhibitors, primary screen, biochemical, cleavage product accumulation, plate reader, single point; Y. pestis Topo-I cleavage product accumulation; AID 504884, 2011; activity, % at 10 µM; actives 0.064% (n = 360,000); in the data active = activity above about 50%, passing the limit was not always enough; inconclusive = no clear call, values can overlap the other calls; note: inactives centre near 2
Active calls of the source: *; i = inactive; ? = inconclusive; . = no result given. Cut-off read from the data, not from the text of the source, unless noted: active = inhibition above about 30%; inconclusive = no clear call, values can overlap the other calls; inactive = below that.

SMILES	TcdB GH inh	BoNT A protease	CCHFV vOTU inh	Anthrax LF prot	DUSP3 inh	PfHsp40 rescue	Vc quorum ag	SSB-PriA inh	SARS 3CLpro inh	Yp Topo-I inh
CN(NC(=O)Nc1ccccc1)c1cnn(C)c(=O)c1Cl	1.3	.	-11	.	16	0.7	-0.4	2	2	0
CCOc1ccccc1OCC(=O)Nc1ccccc1C(=O)NC1CC1	-0.5	-0.7	2	1	.	1.2	-0.3	-13	.	-3
COCCCN1C(=O)C(=O)/C(=C(/O)c2ccc(S(=O)(=O)N3CCOCC3)cc2)C1c1ccc(C(C)C)cc1 (stereo unspecified)	0.8	-0.7	1	0	-13	0.5	-2.1	.	7	7
CCC1(C)CC(=O)N(c2ccc(F)c(Cl)c2)C(=O)C1	2.0	-3.2	-6	5	13	-1.9	-1.0	5	5	0
CC1CCN(C(=O)CCn2c(=O)oc3ccc(Cl)cc32)CC1	0.9	-0.1	-13	-3	.	.	-0.2	.	.	3
O=c1[nH]nc(Cc2ccc(-c3ccccc3Cl)o2)c2ccccc12	.	0.9	-18	-9	9	0.7	-0.6	-9	-1	41
CCOc1ccc(Nc2nc(N)c([N+](=O)[O-])c(N3CCOCC3)n2)cc1	-2.7	0.8	18	13	.	1.0	-0.7	16	-4	-3
CC1CC(C)CN(C(=O)COC(=O)c2c[nH]c3ccccc23)C1 (stereo unspecified)	0.8	-7.1	11	2	.	-1.5	i	-3	.	10
C[C@@H](c1ccccc1)N1C[C@@H](COCc2ccccc2)Oc2cc(N3CC[C@@H](N(C)C)C3)ccc2S1(=O)=O	0.4	-1.2	3	-14	.	.	.	.	.	.
CCCCCCOc1ccc(C(=O)O)cc1C#N	.	0.4	7	0	29	-1.5	-0.3	5	2	2
O=C(Nc1nnc(-c2ccc3c(c2)CCCC3)o1)c1ccccc1Cl	1.1	-1.0	21	7	-4	-0.8	-0.3	-7	1	4
CCc1nc2ccccc2n1CC1CC1(Cl)Cl (stereo unspecified)	0.3	-0.4	-17	-2	8	56*	i	0	2	3
COC(=O)C1CCCCN1C(=O)CCc1nnc(CCc2c[nH]c3ccccc23)o1 (stereo unspecified)	1.1	-0.1	11	0	-8	-0.3	.	-11	-1	18
CN(C)c1cccc(C(=O)NNC(=O)CN2C(=O)C3CC=CCC3C2=O)c1 (stereo unspecified)	-1.3	-0.9	-10	-2	.	2.3	7.1	3	.	2
Cc1ccc(C)c(N2CN(Cc3cccnc3)CNC2=S)c1	1.1	0.9	0	-4	21	-0.9	2.4	5	5	-9
COc1cc(C=NNC(=O)c2cccnc2)ccc1OC(=O)c1ccccc1F	-0.7	2.1	15	-6	.	1.8	i	-5	.	22
CSc1nc(-c2ccccc2)nc2c1COC(C)(C)C2	.	-0.1	8	2	6	-0.2	-0.3	-23	0	12
Cc1cccc(C(=O)NCC2CCCO2)c1 (stereo unspecified)	.	-0.8	6	-7	-9	0.2	-0.4	-13	0	-1
CCc1ccc(C(CC(=O)c2ccc(Cl)cc2)C(=O)O)cc1 (stereo unspecified)	.	-0.7	-1	-2	14	-0.8	i	10	4	0
Cc1ccc(OCC(=O)N2c3ccccc3NC(=O)C2(C)C)c([N+](=O)[O-])n1	0.9	0.0	-7	6	14	0.2	1.1	-5	6	11
COc1ccc(C(=O)Nc2nc(-c3ccc([N+](=O)[O-])cc3)c(-c3ccc(OC)cc3)s2)cc1	-0.8	38*	-13	33*	9	-0.4	i	3	6	-13
CCOC(=O)c1sc(/N=C/c2ccc(O)cc2O)cc1C	.	2.8	22	1	-11	-1.6	-0.2	.	-1	-9
CC(C)(C)C(=O)Cn1c[n+](N)cn1	.	-0.5	0	0	13	-1.7	-0.4	-4	-2	2
CC(C)n1cc(/C=C/c2cc[n+](C)cc2)c2ccccc21	0.9	-9.6	1	2	13	-0.6	i	-10	-16	-1
Cc1[nH]nc2c1C(c1ccc3c(c1)OCO3)C(C#N)=C(N)O2 (stereo unspecified)	.	0.4	-10	-2	-1	-1.4	i	3	3	-2
O=C(NNC(=O)c1cc(-c2ccco2)nc2ccccc12)c1ccccc1	0.0	-0.3	-159	-4	-1	-0.9	i	5	5	-7
CNC(=O)c1ccccc1NC(=O)c1cccc(S(=O)(=O)N2CCC(C)CC2)c1	.	0.1	2	-6	-11	0.0	-1.7	-8	2	30
CC1CCN(CCNC(=O)C2CCCN(S(=O)(=O)c3cccc4nsnc34)C2)CC1 (stereo unspecified)	0.2	-1.4	8	-2	39	0.8	i	-10	0	3
O=C(/C=C/c1ccc(F)cc1)N1CCN(S(=O)(=O)/C=C/c2ccccc2)CC1	-0.1	-1.9	-7	-4	9	0.0	-1.2	4	2	8
c1ccc(-n2nnc(-c3cccnc3)n2)cc1	-9.7	0.2	23	-1	7	-2.0	i	-2	-1	14

2 compounds drawn at random from those above:
SMILES	TcdB GH inh	BoNT A protease	CCHFV vOTU inh	Anthrax LF prot	DUSP3 inh	PfHsp40 rescue	Vc quorum ag	SSB-PriA inh	SARS 3CLpro inh	Yp Topo-I inh
CCOC(=O)c1sc(/N=C/c2ccc(O)cc2O)cc1C	.	2.8	22	1	-11	-1.6	-0.2	.	-1	-9
CN(C)c1cccc(C(=O)NNC(=O)CN2C(=O)C3CC=CCC3C2=O)c1 (stereo unspecified)	-1.3	-0.9	-10	-2	.	2.3	7.1	3	.	2

Going on with the list.
SMILES	TcdB GH inh	BoNT A protease	CCHFV vOTU inh	Anthrax LF prot	DUSP3 inh	PfHsp40 rescue	Vc quorum ag	SSB-PriA inh	SARS 3CLpro inh	Yp Topo-I inh
COc1ccc(-c2noc(CCC(=O)NCC3CCCO3)n2)cc1OC (stereo unspecified)	-0.1	-0.5	11	2	15	-0.6	0.2	8	1	-5
Cc1ccc2nc3c(cc2c1)c(C)nn3-c1ccccc1	-3.6	13	-10	0	-29	-0.9	1.9	-78	-1	-14
Cc1cc(OCc2cc(C(=O)NCc3csc(C(C)C)n3)no2)cc(C)c1Cl	0.8	-2.5	10	-2	24	0.0	-0.1	-7	6	31
COc1ccc(Nc2cc(C(=O)NCCCOC(C)C)c3ccccc3n2)c(OC)c1	1.6	-0.8	-6	6	17	3.3	-0.8	0	2	14
CC(=O)c1cccc(NC(=O)N2CCC(NC(=O)C34CC5CC(CC(C5)C3)C4)CC2)c1	0.8	0.5	0	-8	31	-0.7	i	-8	-2	19
CC(=O)N1CCCc2ccccc21	.	-0.2	-1	2	13	-1.1	1.7	2	7	-1
CC(O)CNc1nc2ccccc2n1CC(=O)NCCc1ccc(Cl)cc1 (stereo unspecified)	.	-0.4	-3	2	35	-0.7	i	-6	2	-2
CC1CN(C(=O)c2cc3cc([N+](=O)[O-])ccc3s2)CC(C)O1 (stereo unspecified)	1.5	0.6	-5	-3	38	1.7	-0.3	1	2	0
Cc1ccn2c(=O)nc(SCC(=O)N3N=C(c4cccs4)CC3c3ccc(F)cc3)nc2c1 (stereo unspecified)	-1.0	-2.9	5	7	.	-0.5	0.6	-5	.	-3
CC(=O)N1N=C(c2ccc(C)o2)CC1c1ccc(F)cc1 (stereo unspecified)	.	0.4	-3	-1	10	0.2	i	-10	4	3
O=C(N/N=C/c1c(O)n(C2CC2)c(=S)[nH]c1=O)c1ccccc1O	.	-0.3	11	-1	25	4.8	-0.2	.	4	1
Cc1ccc(C)c(NC(=S)NCCCN2CCOCC2)c1	0.1	0.8	13	-2	30	0.2	i	0	-1	3
Cc1ccc(OCC(=O)NNC(=O)CSc2ncnc3sc(C)c(C)c23)cc1	6.1	-0.5	-3	-1	15	-0.2	-0.7	7	4	-4
COc1ccc(CCN(C)C(=O)CCNC(=O)c2ccc(Br)cc2)cc1OC	1.0	6.7	10	4	15	0.9	i	-2	3	22
Cc1ccc(S(=O)(=O)N(C)CC(=O)O/N=C(\N)c2ccccn2)cc1	.	-0.6	-8	-2	10	2.2	0.5	i	2	2
O=C(OCc1nnc(-c2cccs2)o1)C1=NN(c2ccccc2)C(=O)CC1	-0.5	-5.9	-12	-2	.	0.1	0.0	-2	.	-2
O=C(/C=C/c1ccco1)NC(=S)Nc1ccccc1O	0.1	-0.7	13	2	-10	0.7	-0.2	5	-1	7
O=C(CN(C(=O)c1csnn1)c1ccccc1Cl)NCCc1ccccc1	0.5	1.5	-13	2	40	-1.5	-0.2	8	3	-7
O=C(O)CCCC(=O)N1N=C(c2ccco2)CC1c1ccco1 (stereo unspecified)	0.5	-2.5	2	-8	22	-0.7	-0.6	-6	-3	-7
Cc1ccc(S(=O)(=O)N2CCC(C(=O)Nc3ccc4c(c3)COC4=O)CC2)cc1	.	1.6	4	1	-6	1.0	1.4	-15	2	0
C=CCn1c(CNC(=O)c2ccccc2F)nnc1SCC(=O)NC(C)c1ccccc1 (stereo unspecified)	-0.9	-0.9	8	-5	17	-0.4	-0.3	-4	-2	1
CS(=O)(=O)N1CCN(c2ccc(C(=O)N3CCOCC3)cc2[N+](=O)[O-])CC1	0.4	-0.5	-9	7	30	-1.2	0.5	-8	0	7
O=c1c2c(nc3n1CCCCC3)-c1ccccc1CC21CCCCC1	.	0.8	3	-3	22	0.0	-1.9	-5	-2	-9
NC(=O)NC(=O)CN1c2cccc3cccc(c23)S1(=O)=O	1.6	0.0	6	-2	20	-0.5	5.8	10	3	2
COc1ccccc1OC(C)C(=O)N1CCC(Cc2ccccc2)CC1 (stereo unspecified)	1.1	0.8	-9	-3	16	0.8	-0.4	-2	2	18
ClC(CCN1CCN(Cc2ccccc2)CC1)c1ccccc1 (stereo unspecified)	1.8	-1.1	5	-3	.	-0.3	-0.5	-6	.	3
C=CCN1C(=O)/C(=C\C=C2\N(C)c3ccccc3C2(C)C)SC1=S	-0.3	41*	-6	23	-9	0.8	-0.3	13	-5	-3
CCn1c(SCC(=O)OC2CCCCC2)nc2ccccc2c1=O	.	-0.8	1	-3	-8	0.3	0.9	-19	-2	12
O=C(Nc1ccc(S(=O)(=O)N2CCOCC2)cc1)C1CCN(S(=O)(=O)c2ccccc2)CC1	-0.8	3.6	13	-2	.	0.4	-1.9	-2	.	0
CS(=O)(=O)CCC(C(=O)OCc1ccc(Br)cc1)N1C(=O)c2ccccc2C1=O (stereo unspecified)	.	0.1	-13	0	9	0.2	-0.2	-3	0	16
CCOc1ccccc1NC(=O)N1CCC(c2nc3ccccc3[nH]2)CC1	.	?	-13	2	10	0.4	-3.2	-4	0	7
COc1ccc(N(C(=O)c2snc(C(N)=O)c2N)C(C(=O)NCc2ccccc2)c2ccc(F)cc2)c(OC)c1 (stereo unspecified)	1.4	3.2	-2	18	-40	-1.3	i	-14	3	25
Cc1onc(C(=O)Nc2ccc(OC(F)(F)F)cc2)c1[N+](=O)[O-]	.	-0.4	.	-3	6	1.3	i	-5	5	-2

Assay outcomes from PubChem.

Not all compounds are listed; the hit share may differ from the screen's.
